GSH bead fluor – compound fluoresces at 488/530 nm on GSH beads; GSH beads flow cytometry, compound fluorescence 488/530 nm; active compounds read high; fluorescence (KMESF) at 10 µM; 0.25% of 190,000 active; in the data active = fluorescence above about 89;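 note: glutathione beads carrying GST-tagged Bcl family fusion proteins plus one bare bead set; values are compound well signal with DMSO vehicle wells as background; inactives centre near 16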
Bim-Bfl-1 – disrupts Bim binding to human Bfl-1; Q16548; Bead-based flow cytometry, Bim-Bfl-1 binding inhibition; inhibition, % at 10 µM; 0.12% of 190,000 active;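 note: 0% = wells without compound plus tracer and 100% = blocker peptide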
Mcl1-Bid inh – disrupts binding of human Mcl-1 to Bid peptide; AID 1021; inhibition, % at 21.7 µM; 0.97% of 220,000 active; TR-FRET Mcl-1/Bid-Dy647 peptide binding, 1536-well;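 active = compounds that cut the binding signal by more than half at the single screening dose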;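 note: His-tagged Mcl-1 with europium anti-His antibody binding Bid BH3 peptide; 0% = Mcl-1 plus peptide wells and 100% = peptide-only wells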
RGS4-Gao reg – modulates binding of RGS4 to human Galphao; Multiplexed bead flow cytometry; actives lie on both sides; AID 1415; 0.33% of 220,000 active; P09471; binding response (% of control), % at 10 µM; in the data active = binding response below about 49% or above about 150%; inactive = in between;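 note: fluorescent Galphao activated with aluminum fluoride binding bead-coupled RGS4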
Target sequence (P09471 whole entry, looked up): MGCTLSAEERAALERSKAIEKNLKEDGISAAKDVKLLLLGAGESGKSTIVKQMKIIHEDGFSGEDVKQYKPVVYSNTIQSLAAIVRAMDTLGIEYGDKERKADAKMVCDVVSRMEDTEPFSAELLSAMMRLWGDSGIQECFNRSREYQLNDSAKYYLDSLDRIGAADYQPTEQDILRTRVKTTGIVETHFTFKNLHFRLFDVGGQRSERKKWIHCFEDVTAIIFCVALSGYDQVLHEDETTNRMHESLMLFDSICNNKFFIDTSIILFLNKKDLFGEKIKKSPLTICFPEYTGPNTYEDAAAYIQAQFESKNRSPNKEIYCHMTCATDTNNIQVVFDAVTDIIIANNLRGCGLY
Bim-Bcl-XL – inhibitors of Bim-Bcl-XL interaction, human; Q07817; inhibition, % at 10 µM; AID 1007; Bim peptide-Bcl-XL binding, bead flow cytometry, fluorescence; 0.04% of 190,000 active
Target sequence (Q07817 whole entry, looked up): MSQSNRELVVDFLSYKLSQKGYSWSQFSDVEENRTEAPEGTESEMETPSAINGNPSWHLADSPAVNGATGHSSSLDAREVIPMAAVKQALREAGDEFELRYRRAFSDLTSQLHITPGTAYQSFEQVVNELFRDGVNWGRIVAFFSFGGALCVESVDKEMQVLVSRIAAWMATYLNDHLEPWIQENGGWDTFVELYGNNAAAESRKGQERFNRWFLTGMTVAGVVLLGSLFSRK
RGS7-Gao – regulators of human RGS7-Galphao interaction. P09471. Multiplexed bead flow cytometry, RGS7-Galphao binding; actives lie on both sides. binding response (% of control), % at 10 µM. 0.35% of 220,000 active; in the data active = binding response below about 49% or above about 150%; inconclusive = no clear call, values can overlap the other calls; inactive = in between;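 note: fluorescent Galphao held in activated GDP-AlF4 state binding bead-coupled RGS7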
Bim-Mcl-1 – human Bim-Mcl-1 interaction inhibition; Q07820; Bead-based flow cytometry, Bim peptide-Mcl-1 binding; inhibition, % at 10 µM; 0.1% of 190,000 active; AID 1009;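 note: 0% = no compound tracer wells and 100% = peptide blocker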
Bcl-B Bim block – disrupts Bim peptide binding to human Bcl-B; Q9HD36; 0.073% of 190,000 active; AID 951; inhibition, % at 10 µM; bead-based flow cytometry;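 note: 0% = tracer peptide without compound and 100% = reference inhibitor peptide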
Bcl-W Bim block – disrupts Bim peptide binding to human Bcl-W; bead-based flow cytometry; inhibition, % at 10 µM; 0.02% of 190,000 active; AID 952;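 note: 0% = bound tracer without compound and 100% = peptide blocker; higher means less fluorescent Bim peptide bound to Bcl-W beads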
Target sequence (Q92843 whole entry, looked up): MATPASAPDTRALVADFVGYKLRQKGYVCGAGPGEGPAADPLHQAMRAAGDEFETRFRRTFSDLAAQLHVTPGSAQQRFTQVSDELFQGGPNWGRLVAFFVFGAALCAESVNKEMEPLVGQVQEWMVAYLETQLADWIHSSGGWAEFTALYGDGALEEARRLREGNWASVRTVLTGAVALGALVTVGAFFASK
RGS8-Gao reg – human RGS8-Galphao interaction regulation; P09471; multiplexed bead flow cytometry, RGS8-Galphao binding; actives lie on both sides; response (percent of control binding), % at 10 µM; 0.34% of 220,000 active; AID 1423; in the data active = response below about 60% or above about 140%; inactive = in between;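 note: Galphao activated as the GDP aluminium fluoride complex binding bead-coupled RGS8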
Bim-Bcl-2 – inhibitors of Bim-Bcl-2 interaction, human; P10415; Bead-based flow cytometry, Bim peptide-Bcl-2 binding; 0.06% of 190,000 active; inhibition, % at 10 µM; in the data active = inhibition above about 40%; inconclusive = no clear call, values can overlap the other calls;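 note: 0% = no compound wells with probe peptide and 100% = reference peptide inhibitor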
Target sequence (P10415 whole entry, looked up): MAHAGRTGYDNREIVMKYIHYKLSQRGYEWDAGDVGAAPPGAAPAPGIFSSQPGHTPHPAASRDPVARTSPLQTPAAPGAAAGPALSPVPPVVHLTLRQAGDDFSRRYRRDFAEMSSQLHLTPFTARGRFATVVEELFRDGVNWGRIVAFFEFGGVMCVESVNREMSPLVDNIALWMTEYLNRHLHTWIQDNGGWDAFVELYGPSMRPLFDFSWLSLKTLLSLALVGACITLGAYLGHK
An asterisk follows results filed as active; u = inconclusive; x = not tested or not shown. Cut-off read from the data, not from the text of the source, unless noted: active = inhibition above about 40%.

Start of the data: the first 4 entries (preview)
SMILES | GSH bead fluor | Bim-Bfl-1 | Mcl1-Bid inh | RGS4-Gao reg | Bim-Bcl-XL | RGS7-Gao | Bim-Mcl-1 | Bcl-B Bim block | Bcl-W Bim block | RGS8-Gao reg | Bim-Bcl-2
N#Cc1c(SCC(=O)OCc2ccccc2)nsc1SCC(=O)OCc1ccccc1 | 38 | -16 | -32 | 101 | -8 | 100 | -6 | -11 | -1 | 99 | -10
COc1cccc(-c2nc(-c3ccccn3)no2)c1 | 12 | -1 | -6 | 90 | -4 | 93 | -3 | -3 | -3 | 98 | -5
Cc1ccc(CN(C(=O)Cc2cccs2)C(C(=O)NC2CCCC2)c2ccncc2)cc1 (stereo not drawn) | 7 | -1 | -17 | 101 | -2 | 100 | -1 | -2 | -1 | 102 | 0
O=C(NC1(C(F)(F)F)OCCO1)c1ccc(F)cc1 | 12 | -4 | -12 | 102 | -1 | 99 | 0 | 0 | 0 | 100 | 0

Results, repeating the preview:
SMILES | GSH bead fluor | Bim-Bfl-1 | Mcl1-Bid inh | RGS4-Gao reg | Bim-Bcl-XL | RGS7-Gao | Bim-Mcl-1 | Bcl-B Bim block | Bcl-W Bim block | RGS8-Gao reg | Bim-Bcl-2
N#Cc1c(SCC(=O)OCc2ccccc2)nsc1SCC(=O)OCc1ccccc1 | 38 | -16 | -32 | 101 | -8 | 100 | -6 | -11 | -1 | 99 | -10
COc1cccc(-c2nc(-c3ccccn3)no2)c1 | 12 | -1 | -6 | 90 | -4 | 93 | -3 | -3 | -3 | 98 | -5
Cc1ccc(CN(C(=O)Cc2cccs2)C(C(=O)NC2CCCC2)c2ccncc2)cc1 (stereo not drawn) | 7 | -1 | -17 | 101 | -2 | 100 | -1 | -2 | -1 | 102 | 0
O=C(NC1(C(F)(F)F)OCCO1)c1ccc(F)cc1 | 12 | -4 | -12 | 102 | -1 | 99 | 0 | 0 | 0 | 100 | 0
N=c1c(C(=O)NCc2ccco2)cc2c(=O)n3ccccc3nc2n1Cc1ccc(Cl)cc1 | 30 | 6 | x | 95 | 8 | 97 | 8 | -2 | 9 | 97 | 8
CCOc1ccc(NS(=O)(=O)c2ccc(SC)cc2)cc1 | 28 | -17 | -7 | 101 | -6 | 101 | -3 | -11 | 0 | 101 | -10
COc1ccccc1CN(CC(=O)NCc1ccc2c(c1)OCO2)C(=O)c1ccc2c(c1)OCCO2 | 18 | 4 | 7 | 89 | -2 | 95 | 2 | -2 | -1 | 99 | 4
COc1ccc(OC)c(NS(=O)(=O)c2cc(OC)ccc2OC)c1 | 32 | -15 | -3 | 99 | -20 | 98 | -1 | -7 | -2 | 103 | -8
COCCCNC(=S)Nc1cccc(S(=O)(=O)NC2=NCCC2)c1 | 17 | -5 | -26 | 104 | -3 | u | -3 | -7 | -2 | 101 | -5
CSc1ccccc1NC(=O)COc1ccccc1Cl | 13 | 0 | -15 | 103 | -1 | 97 | -1 | -3 | -2 | 103 | 0
Cc1c(/C=N\NC(=O)C2COc3ccccc3O2)c2ccccc2n1C (stereo not drawn) | 13 | -6 | -7 | 101 | -6 | 97 | -2 | -5 | -6 | 101 | -2
CN(C)CCCNC(=S)Nc1ccc(Oc2ccccc2)cc1 | 12 | -4 | -42 | 98 | -3 | 98 | 3 | -8 | -3 | 100 | 0
Cc1cccc(-c2nc(CSCC(=O)N3CCN(Cc4ccc5c(c4)OCO5)CC3)c(C)o2)c1 | 16 | 0 | 13 | 94 | 0 | 94 | -4 | -4 | 5 | 104 | -3
CCC(C)NC(=O)CS(=O)Cc1nc(-c2cccc(OC)c2)oc1C (stereo not drawn) | 22 | -9 | 0 | 105 | -6 | 101 | -1 | -5 | 0 | 106 | -4
Cc1ccc2cc(CN(Cc3cccs3)C(=O)c3ccco3)c3nnnn3c2c1C | 9 | 0 | -8 | 82 | -3 | 94 | 0 | -6 | 0 | 86 | -3
O=C1/C(=C/c2ccc(F)c(F)c2)CSc2sccc21 | 7 | 4 | -28 | 102 | 5 | 97 | 0 | 0 | 0 | 96 | -3
COc1ccc(C2C(C(=O)OCC(=O)NC(C)(C)C)CCC(=O)N2c2ccc(C)cc2)cc1OC (stereo not drawn) | 13 | -12 | -33 | 99 | -3 | 100 | -2 | -9 | 1 | 101 | -10
Cc1ccc(S(=O)(=O)N2CCOCC2)cc1C(=O)Nc1cccc(S(=O)(=O)N2CCCC2)c1 | 14 | -2 | -10 | 102 | -2 | u | 1 | -2 | 1 | 100 | -2
Cc1ccc2nc(C(C)O)[nH]c2c1 (stereo not drawn) | 11 | -4 | -16 | 98 | -4 | 102 | -2 | -4 | -3 | 99 | 0
O=C1CCCc2ccccc2N1Cc1ccc(Cl)cc1Cl | 20 | 0 | -5 | 99 | 0 | 113 | 0 | -4 | 2 | 100 | 0
Cc1occc1-c1nnc(SCC(=O)c2ccccc2)n1CC1CCCO1 (stereo not drawn) | 14 | -10 | -12 | 102 | -5 | 99 | -1 | -9 | 0 | 99 | -9
CCN(C(=O)CSc1nnc(-c2ccncc2)n1C)C1CCS(=O)(=O)C1 (stereo not drawn) | 11 | -15 | -18 | 99 | -5 | 103 | 0 | -9 | 0 | 101 | -10
O=c1cc(-c2ccc([N+](=O)[O-])cc2)nc2cc(-c3ccc(Cl)cc3)[nH]n12 | 11 | -4 | 87* | 100 | -6 | 98 | -4 | -4 | -4 | 103 | -10
CCOC(=O)C1=C(c2ccccc2)NC(=S)NC1c1cccc([N+](=O)[O-])c1 (stereo not drawn) | 11 | -8 | -7 | 103 | -9 | 104 | -6 | -12 | -7 | 102 | -6
COc1cccc(NC(=O)Cn2nc(Cc3cccnc3)c3ccccc3c2=O)c1 | 19 | -13 | 2 | 99 | -3 | 99 | 0 | -5 | 0 | 107 | -9
C=CCNC(=O)C1CC=CCC1C(=O)O (stereo not drawn) | 16 | 0 | -15 | 103 | -1 | 98 | 0 | 2 | 0 | 103 | -2
O=C(c1cnn2c(C(F)F)cc(-c3ccccc3)nc12)N1CCN2CCCC2C1 (stereo not drawn) | 38 | -9 | -15 | 101 | -5 | 101 | 0 | -6 | 4 | 104 | -5
CC(=O)NCCCC(=O)NN1C(=S)N(Cc2ccccc2)C(=O)C1CC(=O)Nc1cccc(C)c1 (stereo not drawn) | 26 | 0 | -13 | 100 | -2 | 101 | 0 | -1 | 0 | 100 | 1
O=C(CNC1CCCCC1)NCC1(c2ccccc2)CCCC1 | 13 | -5 | -2 | 100 | -2 | 100 | -5 | -4 | 0 | 98 | -1
CCc1ccccc1N(CC)C(=O)c1cn(CC)c(=O)c2cc(OC)c(OC)cc12 | 25 | 0 | -17 | 105 | -6 | 105 | -3 | -3 | -3 | 104 | -4
COc1cccc(-n2c(Cc3cc(=O)[nH]c(=O)[nH]3)nnc2SCc2cccc(C(F)(F)F)c2)c1 | 8 | -6 | -9 | 104 | -1 | 101 | -3 | -7 | 0 | 104 | -6
CCn1cc(C(=O)NCCCN(C)C)c(=O)c2cc(F)c(N3CCN(C)CC3)cc21 | 11 | -1 | 12 | 105 | -1 | 108 | 0 | -1 | 0 | 102 | 2
O=C1c2ccccc2-c2c1cccc2C(=O)N1CCN(C(=O)c2ccco2)CC1 | 27 | -11 | -16 | 101 | -6 | 99 | -3 | -7 | 0 | 99 | -4
CCOC(=O)c1cnc2c(-c3ccc(F)cc3)cnn2c1C(F)(F)F | 18 | -1 | 1 | 99 | -2 | 98 | 0 | -5 | 0 | 100 | 0
Cc1ccccc1OCC(=O)NNC(=O)CSc1nc(N)cc(N)n1 | 11 | -2 | -2 | 99 | 6 | u | 4 | -3 | -1 | 98 | -1
CCOC(=O)c1c(NC(=O)CC2SC(N)=NC2=O)sc(C)c1C (stereo not drawn) | 13 | -6 | -34 | 100 | -3 | 99 | 0 | -6 | -1 | 103 | 0
Cc1ccccc1CS(=O)(=O)Cc1ccc(C(=O)NCc2cccnc2)o1 | 36 | -19 | -12 | 93 | -5 | 88 | -2 | -8 | -1 | 94 | -12
COc1cc(NC(=O)c2ccc(COCC(F)(F)F)o2)cc(OC)c1OC | 24 | -13 | -9 | 99 | -6 | 100 | -3 | -6 | -3 | 106 | -8
O=C(CCS(=O)(=O)CCN1CCOCC1)NCNC(=O)CCS(=O)(=O)CCN1CCOCC1 | 59 | -10 | -18 | 104 | -4 | 101 | -3 | -5 | -3 | 100 | -3
OCC1(Cc2ccccc2C(F)(F)F)CCN(Cc2cccc3cnccc23)CC1 | 10 | -6 | -15 | 101 | -6 | 100 | 0 | 0 | -2 | 102 | -2
Cc1ccc(NC(=O)CCN2C(=O)c3ccncc3C2=O)cc1 | 25 | -1 | 18 | 102 | 2 | 102 | 0 | -2 | -2 | 101 | 0
CCC1CCC/C1=N\NC(=O)CCC(=O)Nc1ccccc1Cl (stereo not drawn) | 17 | -10 | -19 | 101 | -9 | 99 | 0 | -13 | -3 | 102 | -14
S=C(Nc1ccccc1)N1N=C(c2cccs2)CC1c1cccs1 (stereo not drawn) | 17 | -2 | -52 | 99 | 1 | 98 | 2 | -25 | 0 | 102 | 0
CCn1c(C(C)NC(=O)c2ccc(Cl)cc2)n[nH]c1=S (stereo not drawn) | 10 | 0 | -42 | 102 | -3 | 102 | -3 | -9 | 2 | 103 | -3
O=C(Cc1coc(-c2ccc(F)cc2)n1)Nc1ccccc1 | 26 | -1 | -10 | 106 | 1 | 101 | 0 | 2 | -1 | 104 | 0
CCc1nc(SCc2nc3ccccc3[nH]2)c2oc3ccccc3c2n1 | 9 | 0 | 5 | 102 | -4 | 102 | 1 | 0 | 0 | 101 | 0
O=C(Nc1cc(N2CCOCC2)ncn1)NC1(C(F)(F)F)Oc2ccc(Cl)cc2O1 (stereo not drawn) | 24 | -11 | 13 | 93 | -8 | 90 | -6 | -11 | -3 | 94 | -10
CC1Cc2ccccc2N1c1nc(C2CC2)nc2c1nnn2Cc1ccccc1 (stereo not drawn) | 22 | -19 | -11 | 115 | -20 | 111 | -14 | -20 | -20 | 109 | -19
Brc1ccc(Cn2c(-c3ccc(Br)o3)nc3ccccc32)o1 | 23 | 0 | 7 | 103 | -7 | 101 | -1 | -7 | -1 | 102 | -3
CS(=O)(=O)Nc1ccccc1C(=O)NCc1ccccc1Cl | 11 | 2 | 22 | 99 | -1 | 100 | 0 | 0 | -1 | 101 | 0
CCC(=O)NC(c1ccccc1OC)c1ccc2cccnc2c1O (stereo not drawn) | 15 | 1 | -46 | 98 | -4 | 97 | -2 | -7 | -5 | 100 | 15
CCCCNC(=O)C(NS(=O)(=O)c1cccc2nsnc12)c1ccccc1 (stereo not drawn) | 15 | -3 | 2 | 102 | -1 | 99 | 0 | -2 | -1 | 100 | -4
COc1ccccc1N(C)S(=O)(=O)c1ccc(C(=O)OCC(=O)N2CCCCCC2)cc1 | 13 | -3 | -3 | 101 | -3 | u | -1 | 0 | -1 | 104 | -1
C=CCn1c(=N)c(C(=O)NCCCOC)cc2c(=O)n3cc(C)ccc3nc21 | 22 | 0 | -20 | 101 | -2 | 97 | 0 | 0 | 0 | 99 | -1
N#CCCN(Cc1cccnc1)C(=S)NC(=O)c1ccc(S(=O)(=O)N2CCCC2)cc1 | 8 | 0 | -22 | 95 | -4 | 93 | 0 | -14 | 0 | 93 | -2
